GPR151 activ: activators of human GPR151, primary screen, cell-based, PathHunter beta-arrestin, luminescence | G-protein coupled receptor 151 (Homo sapiens), Q8TDV0 | PathHunter beta-arrestin GPR151 cells | activation, % at 11.2 µM | 1% of 650,000 active; in the data active = activation above about 4.9%;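 note: 0% = median of compound wells and 100% = cells with positive control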
Target sequence (Q8TDV0 whole entry, looked up): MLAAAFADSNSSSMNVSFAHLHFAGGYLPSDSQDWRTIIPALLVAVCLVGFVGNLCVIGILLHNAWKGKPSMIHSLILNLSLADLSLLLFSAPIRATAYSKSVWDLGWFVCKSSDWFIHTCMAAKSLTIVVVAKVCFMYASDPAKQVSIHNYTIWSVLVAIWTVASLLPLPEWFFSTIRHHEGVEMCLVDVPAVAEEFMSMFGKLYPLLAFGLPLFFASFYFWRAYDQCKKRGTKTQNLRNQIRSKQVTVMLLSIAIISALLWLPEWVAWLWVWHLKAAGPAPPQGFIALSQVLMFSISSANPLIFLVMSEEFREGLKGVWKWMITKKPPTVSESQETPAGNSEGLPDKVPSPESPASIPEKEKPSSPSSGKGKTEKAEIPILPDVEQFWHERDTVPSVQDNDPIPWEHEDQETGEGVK
TEAD-YAP block: TEAD-YAP interaction inhibition, primary screen, TEAD-YAP interaction inhibitor project, luminescence, HEK-TIYL cells | TEAD-Gal4/YAP UAS-luciferase luminescence | inhibition, % at 9.12 µM | 1.4% of 640,000 active | AID 1259422, 2018; in the data active = inhibition above about 32%;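 note: 0% = median of test compound wells and 100% = reference inhibitor wells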
FBW7 activator: FBW7 E3 ligase activators, primary screen, biochemical, AlphaScreen, human. AlphaScreen FBW7–phospho-cyclin E peptide binding, activator screen. normalized activity (activation), % at 26.1 µM. 0.13% of 650,000 active. AID 1259310, 2017; in the data active = normalized activity above about 1.9%;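 note: purified mutant Fbw7 with reduced substrate affinity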
Target sequence (Q969H0 whole entry, looked up): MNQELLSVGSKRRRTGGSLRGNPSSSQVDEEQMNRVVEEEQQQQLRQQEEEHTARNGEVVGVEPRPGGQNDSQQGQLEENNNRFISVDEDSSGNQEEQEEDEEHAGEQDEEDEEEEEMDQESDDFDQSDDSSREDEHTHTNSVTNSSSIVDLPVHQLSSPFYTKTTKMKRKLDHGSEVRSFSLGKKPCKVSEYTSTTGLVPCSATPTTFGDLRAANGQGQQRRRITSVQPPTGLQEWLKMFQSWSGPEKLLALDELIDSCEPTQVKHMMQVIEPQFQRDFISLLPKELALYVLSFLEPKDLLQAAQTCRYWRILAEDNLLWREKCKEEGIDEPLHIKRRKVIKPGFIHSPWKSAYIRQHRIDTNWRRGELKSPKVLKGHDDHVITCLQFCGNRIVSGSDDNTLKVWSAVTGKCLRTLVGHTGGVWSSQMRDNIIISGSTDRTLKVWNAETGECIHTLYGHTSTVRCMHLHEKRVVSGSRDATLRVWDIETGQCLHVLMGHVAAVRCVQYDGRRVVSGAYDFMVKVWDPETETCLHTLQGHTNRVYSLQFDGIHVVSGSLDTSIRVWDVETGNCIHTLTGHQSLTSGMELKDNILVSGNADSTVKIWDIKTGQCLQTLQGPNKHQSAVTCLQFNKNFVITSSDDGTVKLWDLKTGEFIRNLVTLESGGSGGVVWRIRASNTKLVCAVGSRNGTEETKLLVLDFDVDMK
MITF inh: MITF inhibitors, primary screen, biochemical, AlphaScreen, human. Microphthalmia-associated transcription factor (Homo sapiens), O75030. AlphaScreen MITF homodimerization, bead proximity signal. inhibition, % at 2.6 µM. 0.91% of 650,000 active. AID 1259374, 2018; in the data active = inhibition above about 50%;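 note: 0% = vehicle wells with protein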
* marks the source's active call; other numbers are inactive results.

SMILES	GPR151 activ	TEAD-YAP block	FBW7 activator	MITF inh
O=C(COc1ccc(Cl)cc1Cl)NCc1nnc(SCC(=O)c2ccccc2)n1-c1ccc(Cl)c(Cl)c1	-0.2	13	0.1	-14
OCCNc1ncnc2c1c(-c1ccccc1)cn2-c1ccc(F)cc1	-0.8	-3	0.0	6
Cc1ccc(/C(O)=C2\C(=O)C(=O)N(c3nncs3)C2c2ccc(C(C)(C)C)cc2)cc1 (configuration not stated)	0.1	-12	-0.1	3
Cc1ccc(OCCn2ccnc2C)c(C)c1	2.9	-11	-0.1	34
Cc1ccc2occ(CC(=O)Nc3ccc(S(=O)(=O)N4CC(C)OC(C)C4)cc3)c2c1 (configuration not stated)	-1.0	1	0.0	1
CCc1ccc(Oc2coc3cc(OCC(=O)OC)ccc3c2=O)cc1	1.6	9	0.0	6
N#Cc1ccc(CSc2ncc(C#N)c(N)n2)cc1	2.9	-1	0.0	1
COc1ccc(S(=O)(=O)CCC(=O)NCc2cccc(OC)c2)cc1	-0.7	-3	0.4	-5
OCCNc1nccn2c(-c3cc(C(F)(F)F)cc(C(F)(F)F)c3)cnc12	-0.8	-4	0.1	3
COc1ccc(NS(=O)(=O)c2ccc(OC)c3ncccc23)cc1	0.6	5	0.1	1

7 entries from above, in markdown:
| SMILES | GPR151 activ | TEAD-YAP block | FBW7 activator | MITF inh |
| --- | --- | --- | --- | --- |
| Cc1ccc(OCCn2ccnc2C)c(C)c1 | 2.9 | -11 | -0.1 | 34 |
| Cc1ccc2occ(CC(=O)Nc3ccc(S(=O)(=O)N4CC(C)OC(C)C4)cc3)c2c1 (configuration not stated) | -1.0 | 1 | 0.0 | 1 |
| CCc1ccc(Oc2coc3cc(OCC(=O)OC)ccc3c2=O)cc1 | 1.6 | 9 | 0.0 | 6 |
| N#Cc1ccc(CSc2ncc(C#N)c(N)n2)cc1 | 2.9 | -1 | 0.0 | 1 |
| COc1ccc(S(=O)(=O)CCC(=O)NCc2cccc(OC)c2)cc1 | -0.7 | -3 | 0.4 | -5 |
| OCCNc1nccn2c(-c3cc(C(F)(F)F)cc(C(F)(F)F)c3)cnc12 | -0.8 | -4 | 0.1 | 3 |
| COc1ccc(NS(=O)(=O)c2ccc(OC)c3ncccc23)cc1 | 0.6 | 5 | 0.1 | 1 |

New compounds follow
SMILES	GPR151 activ	TEAD-YAP block	FBW7 activator	MITF inh
CCOc1ccc(NC(=O)COc2ccc(C=O)cc2)cc1	1.7	1	-0.1	2
Cc1cccc(C)c1OCC(O)CN1CCN(c2ccc(F)cc2)CC1 (configuration not stated)	-1.5	-2	-0.1	15
Cc1ccnc(SCc2cc(=O)c(OC(=O)c3cc4ccccc4o3)co2)n1	0.6	-6	0.0	11
FC(F)(F)c1ccc(Cn2cnc3c(Nc4ccc(N5CCOCC5)cc4)nc(NC4CCN(Cc5ccccc5)CC4)nc32)cc1	2.8	10	-0.2	12
COc1ccc(C(CC(=O)NCc2cccnc2)N2Cc3ccccc3C2=O)cc1 (configuration not stated)	1.6	7	-0.2	1
Cc1noc(NS(=O)(=O)c2ccc(N/C=C/C(=O)c3ccc(F)cc3)cc2)c1C	-0.2	-13	-0.5	3
CNc1ccc2cccc(Oc3ccc4cccc(O)c4n3)c2n1	-1.3	1	0.9	13
O=C(CCc1nnc(C2(c3ccc(Cl)cc3)CCC2)o1)NCC(F)(F)F	-0.7	-18	0.1	-6
Cc1ccc(C)c(C(=O)Nc2ncc(S(=O)(=O)c3ccc([N+](=O)[O-])cc3)s2)c1	-0.7	10	-0.2	-3
COc1ccc(Cl)cc1S(=O)(=O)N1CCN(c2ccc(-c3ccco3)nn2)CC1	0.1	1	-0.3	-9

Some of the entries so far, with each value named:
FC(F)(F)c1ccc(Cn2cnc3c(Nc4ccc(N5CCOCC5)cc4)nc(NC4CCN(Cc5ccccc5)CC4)nc32)cc1
  GPR151 activ: 2.8 | TEAD-YAP block: 10 | FBW7 activator: -0.2 | MITF inh: 12

O=C(CCc1nnc(C2(c3ccc(Cl)cc3)CCC2)o1)NCC(F)(F)F
  GPR151 activ: -0.7 | TEAD-YAP block: -18 | FBW7 activator: 0.1 | MITF inh: -6

Later entries.
SMILES	GPR151 activ	TEAD-YAP block	FBW7 activator	MITF inh
CCc1cn[nH]c1C1CCCN(Cc2ccc(OCCO)cc2)C1 (configuration not stated)	1.0	-2	-0.1	1
CCOc1ccc(CCNC(=O)CSc2nnnn2-c2c(C)cc(C)cc2C)cc1OCC	-0.2	-5	-0.1	-1
CCn1nc(C)c(C(=O)N2CCC(c3ccnc4nc(C(F)(F)F)nn34)CC2)c1C	-0.5	1	-0.1	11
Cc1ccc(NC(=O)Nc2ccccc2C#N)cc1NC(=O)Nc1ccccc1C#N	0.5	-7	-0.3	-11
O=C(Nc1ccc(N2C(=O)C3CC=CCC3C2=O)cc1)c1ccccc1 (configuration not stated)	-1.1	-29	-0.1	-12
CC(C)CN(C(=O)C(C)C)c1nnc(-c2cccnc2)s1	-0.5	-14	-0.2	1
Cc1ccc(C(=O)O)cc1NS(=O)(=O)c1ccc2c(c1)OCCO2	0.2	7	0.0	-1
O=C(O)CCCCCn1c(=O)[nH]c2ccsc2c1=O	1.8	4	0.6	9
Cc1ccc(NC(=O)c2cc3c(=O)n4ccccc4nc3n2C)cc1F	5.6*	1	0.8	14
O=C(CNc1ccccc1)N/N=C/c1ccccc1F	0.1	1	-0.1	11
O=C(COc1ccc(OCc2ccccc2)cc1)NC1CCOC1=O (configuration not stated)	-1.6	-2	0.1	-1
CSc1ccc(C2N=C(N)Nc3nc4ccccc4n32)cc1 (configuration not stated)	-0.4	4	-0.1	-3
Cc1ccc(N2C(=O)C3C4c5ccccc5C(c5ccccc54)C3(c3ccccc3)C2=O)cc1 (configuration not stated)	0.0	14	-0.1	5
COc1cc(CC(=O)N2CCC(c3ccnc(-c4ccccc4)n3)CC2)cc(OC)c1OC	-2.2	-11	0.0	4
COc1ccc(Br)cc1/C=c1\sc2nc3cc(C)c(C)cc3n2c1=O	-1.3	-2	-0.3	-6
COc1ccc(/C=C/C(=O)NCCSc2nc3ccccc3s2)cc1	0.4	2	0.4	9
CCS(=O)CCSc1nc(-c2cccs2)cc(-c2ccccc2)c1C#N (configuration not stated)	-0.7	-5	-0.1	3
CCOC(=O)c1sc2ncn(-n3c(C)ccc3C)c(=O)c2c1C	0.0	4	-0.3	4
O=C(Nc1cc2c(ccc3ccccc32)oc1=O)c1ccc(Br)cc1	1.9	10	0.0	1
O=C(c1cccc(OC2CCN(Cc3ccc4nonc4c3)CC2)c1)N1CCCC1	-0.5	-7	-0.1	-6
Cc1ccc2[nH]c(=O)c(CN(CC3COCCO3)C(=O)Nc3ccccc3Cl)cc2c1 (configuration not stated)	-1.0	37*	0.1	3
Cc1cc(NC(=O)CC(C)C)n(-c2nc3c(c(=O)[nH]2)CCC3)n1	-1.9	15	0.2	34
O=C(N/N=C/c1ccccc1[N+](=O)[O-])c1cccc(F)c1	-1.9	-75	0.7	13
Cc1ccc(C2=NNC3(S2)C(=O)Nc2ccc(Br)cc23)cc1 (configuration not stated)	-1.9	-22	0.0	5
CN(CC(=O)NCc1cccs1)S(=O)(=O)c1cc2c(cc1Cl)NC(=O)CO2	-0.6	-8	0.1	6
CCOC(=O)c1ccccc1NC(=O)c1cc2ccccc2o1	0.8	6	-0.1	1
CC(C)CC(=O)N1CCN(C(=O)C(c2ccccc2)c2ccccc2)CC1	0.9	5	0.0	9
Nc1ccc2ncnc3c2c1C(=O)c1ccccc1-3	0.3	22	0.1	7
COc1cc(CNc2nccn3c(-c4cccc(O)c4)cnc23)cc(OC)c1OC	0.6	0	2.1*	-1
COc1ccc(NC(=O)CSc2nc3cc4c(cc3c(=O)n2CCC(=O)NCCc2ccc(OC)c(OC)c2)OCO4)c(OC)c1	-0.9	-5	0.4	11
CC(=O)c1cc(F)c(N2CCN(C(=O)c3ccc(F)c(F)c3)CC2)cc1C	-1.6	-7	0.0	2
COc1ccccc1CNC(=O)c1sc2nc(C)nc(N3CCCCC3C)c2c1C (configuration not stated)	1.3	-7	-0.2	-1
Cc1nnc(C)n1/N=C/c1ccc(C(C)C)cc1	1.1	-1	-0.1	-3
O=C(NCc1cccs1)c1ncc(Cl)c(Cl)c1Cl	0.4	7	0.1	11
COCC(=O)NCCCNc1nc2cc3c(cc2cc1C#N)OCO3	-1.0	1	0.0	-9
CCOc1ccccc1CN1CCN(Cc2ccccc2F)CC1CCO (configuration not stated)	-0.8	-12	0.2	-4
CCOC(=O)c1c(NC(=O)C(C)Sc2nnc(CNC(=O)c3ccco3)n2C2CCCCC2)sc2c1CCCCC2 (configuration not stated)	-0.2	7	0.0	-8
N#Cc1cc2c(=O)n3ccccc3nc2n(Cc2ccc3c(c2)OCO3)c1=O	-0.8	5	0.1	3
CCSc1ccc(CC(=O)Nc2nc3ccc(F)cc3s2)cc1	0.4	19	0.1	-4
Cc1oc2ccc(OC(C(=O)O)c3ccccc3)cc2c1C(=O)O (configuration not stated)	0.0	5	-0.1	6
Cc1ccc(NC2=CC(=O)CCC2)cc1C	0.5	-2	-0.3	-11
CC1=C(C(=O)OCCSc2ccccc2)C(c2ccc3c(c2)OCO3)NC(=O)N1 (configuration not stated)	0.4	0	-0.1	-4
CCCc1nnc(NC(=O)CSc2nncn2C)s1	0.0	-7	1.3	11
O=C(COc1ccc(Cl)cc1Cl)NC1CCS(=O)(=O)C1 (configuration not stated)	0.3	-7	0.3	-6
CCCCOC(=O)CCc1c(C)n[nH]c1C	-1.2	4	0.4	1
N#C/C(=C(/O)COC(=O)c1cc2c(s1)CCC2)c1nc2ccccc2[nH]1	-0.5	10	-0.1	87*
COc1ccccc1-n1ncc2c(=O)[nH]c(SCc3ccccc3)nc21	1.0	-6	0.1	4
Cc1cccc(C(C)C)c1NC(=O)CCS(=O)(=O)c1ccc2c(c1)SCC(=O)N2	5.5*	1	-0.2	4
Cc1ccc(C(C)C)c(OCCn2cc(/C=C3/C(=N)N4N=C(C(F)(F)F)SC4=NC3=O)c3ccccc32)c1	-1.2	-10	-0.2	3
COc1cc(/C=N/NC(=O)CNc2cccc(C)c2)cc(OC)c1O	0.5	1	0.0	-2
The list continues.
SMILES	GPR151 activ	TEAD-YAP block	FBW7 activator	MITF inh
CCN1C(=O)c2cccc3c(NC(=O)Cc4ccc(C(C)C)cc4)ccc1c23	-0.9	4	-0.3	-5
CCOc1ccc2c(c1)-c1c(ssc1=Nc1ccccc1OCC)C(C)(C)N2	0.4	-6	0.9	32
COc1cc(C(=O)Nc2ccc3oc(-c4ccc(Br)cc4)nc3c2)cc(OC)c1OC	0.1	-2	-0.1	2
CCC(C)(C)C1CCc2c(sc(NC=O)c2C#N)C1 (configuration not stated)	-0.9	0	0.1	11
O=c1c2sc(=S)n(Cc3ccco3)c2nc(SCc2cc(=O)n3cc(Cl)ccc3n2)n1-c1ccccc1	-1.3	13	0.0	11
CCOc1ccc(S(=O)(=O)Nc2ccccc2Br)cc1	-1.7	16	0.4	1
COc1ccc(NC(=O)c2c(NC(=O)c3ccccc3F)sc3c2CCC3)cc1	-0.7	-3	-0.1	-7
NC(=O)c1ccsc1NC(=O)CSc1nnc(-c2ccco2)n1-c1ccccc1	1.1	43*	0.0	5
O=C(Nc1ccc2sccc2c1)C1CC1	-0.1	-28	0.1	7
O=C(Nc1cc(Cl)ccc1Cl)C(=O)N1CCCCC1	-0.4	-11	-0.1	-13
Cc1cccc(NC(=O)c2sc3nc4c(cc3c2N)C(=O)CCC4)c1	0.2	6	0.0	-9
CN(C)/C=N/c1ncnc2c1cnn2-c1ccccc1	0.9	-27	0.0	-9
COc1ccc(N2C(=O)CSC23C(=O)Nc2ccccc23)cc1Cl (configuration not stated)	-1.6	5	-0.4	26
COc1ccc(-c2nc(-c3cc(OC)ccc3OC)[nH]c2-c2ccc(OC)cc2)cc1	1.5	1	-0.1	14
O=C(c1cc(F)c(F)cc1Cl)N1CCN(c2ccc([N+](=O)[O-])c(NCc3ccccc3)c2)CC1	0.6	-2	0.0	3
Cc1c(C(=O)O)[nH]c2c1C(=O)CC(C)(C)C2	-0.4	-3	-0.1	11
COc1ccccc1NC(=O)C1=C(C)NC(SCC(=O)Nc2ccccc2)=C(C#N)C1c1ccccc1 (configuration not stated)	-0.8	-14	-0.1	6
CCS(=O)(=O)N1N=C(c2cccc(NS(C)(=O)=O)c2)CC1c1ccccc1OC (configuration not stated)	-0.8	-4	0.0	-13
COCCNC(=O)CC1C(=O)NCCN1Cc1ccc(OC)cc1F (configuration not stated)	0.4	9	0.3	-6
CC1(C)C(CNC(N)=O)CC1CNC(N)=O (configuration not stated)	0.1	11	0.0	-4
COC(=O)CSc1nnc2c3ccccc3nc(C(C)C)n12	0.3	7	0.2	7
CCOC(=O)C1=C(C)NC2=C(C(=O)C(C(=O)OCC)C(c3cccc(OC)c3)C2)C1c1ccccc1Cl (configuration not stated)	0.6	8	0.2	11
O=C(NC(C(=O)O)C12CC3CC(CC(C3)C1)C2)c1ccccc1 (configuration not stated)	1.5	9	0.0	1
COc1ccc(S(=O)(=O)Cc2ccc(C(=O)NC3CCCCC3)o2)cc1	0.8	-2	0.1	3
O=C(Cn1cnc2ccc(Br)cc2c1=O)N1CCC(Cc2ccccc2)CC1	4.0	-1	0.1	11
O=C(Oc1cccc([N+](=O)[O-])c1)N1CCOCC1	-0.2	-2	-0.3	-2
O=C1CCCN1CCCNc1nc(Nc2ccc(N3CCOCC3)cc2)c2ncn(-c3ccccc3)c2n1	3.5	30	0.1	14
